# KB-V1 MDR tox: KB-V1 MDR subline cytotoxicity | hit rate 3.4% among 400,000 | KB-V1 MDR cells viability, CellTiter-Glo, 72 h | Potency, µM (top dose mostly 46.1 µM), inactives show at the top dose activity change, negative = cytotoxicity, most hits filed as cytotoxic | AID 1347076; note: potency is the fitted concentration of half-maximal effect; % is set by controls: 0 for no effect and ±100 for the full control effect; nearly all actives have a fitted effect of over 60% in size
#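 Drug-selected KB-V1 cells, grown in DMEM lacking phenol red with 10% FBS, receive compound titrations; after three days at 37 degrees C, surviving cell ATP is quantified by CellTiter-Glo luminescence and responses normalized and curve-fitted.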
# MCF10A rereplic: inducers of DNA re-replication in MCF 10A breast cells; Potency, µM (doses to about 46.1 µM), for the others: at the highest dose activity, positive = re-replication, most hits filed as activators; hit rate 2.9% among 350,000; MCF 10A DNA re-replication, Hoechst nuclear intensity, 48 h; note: potency is the fitted concentration of half-maximal effect; % of control where 0% means no effect; nearly all actives have a fitted effect of over 50% in size
# HT1080 IDH1KD tx: kills HT-1080 cells with IDH1 knockdown | Potency, µM (top dose mostly 46.1 µM), for inactives: at the highest dose activity, negative = toxicity, hits mostly cytotoxic | AID 686971 | hit rate 2% among 360,000 | HT-1080 IDH1 knockdown viability, ATP luminescence, 48 h;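 note: potency is the fitted concentration of half-maximal effect; 0% = DMSO wells and -100% = cell-free medium wells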
#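 Assay cells: HT-1080 with IDH1 knockdown, 750 per well, RPMI/5% FBS. Exposure: 48 h at 37 °C following 2 h pre-incubation. Read: CellTiter-Glo luminescence; fitted concentration-response, curve class assigned.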
# S2 tox: viability counter-screen for ATXN expression inhibitors | S2 cells (HEK-293 line with an ATXN2-luciferase reporter) viability, CellTiter-Fluor protease fluorescence, 24 h | Potency, µM (doses to about 56.7 µM), usual class: cytotoxic | hit rate 0.49% among 400,000; note: potency is the fitted concentration of half-maximal effect; nearly all actives have a fitted effect of over 40% in size
# HT1080-NT tox: kills 2HG-producing HT-1080-NT fibrosarcoma cells; HT-1080-NT fibrosarcoma viability, CellTiter-Glo ATP luminescence, 48 h; Potency, µM (doses to about 46.1 µM), for inactives: at the top dose activity, negative = less viability, hits mostly cytotoxic; hit rate 1.6% among 360,000; AID 686970;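 note: NT is the 2HG producing partner of a matched IDH1 knockdown line; potency is the fitted concentration of half-maximal effect; 0% = DMSO-treated cells and -100% = media-only wells without cells; nearly all actives have a fitted effect of over 55% in size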
#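 Viability by CellTiter-Glo luminescence after 48 h compound exposure at 37C of HT-1080-NT cells (750/well, RPMI, 5% FBS). % activity scaled between DMSO wells and medium-only wells, then curve-fitted and categorized by curve class.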
# IL1B secr inh: inflammasome signaling inhibition, IL-1 beta readout. THP-1 LPS/ATP IL-1B secretion, AlphaLISA, 16 h; active compounds read low. activity change, % at 57.5 µM. hit rate 4.7% among 360,000; in the data active = activity change below about -50%; inconclusive = mostly about -30% to -49%; note: % is set by controls: 0 for no effect and ±100 for the full control effect
#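 Secreted IL-1B measured by AlphaLISA bead assay after 16 h compound exposure of THP-1 cells; compounds (final up to 57.5 uM) added 1 h before LPS (250 ng/mL) and ATP (1.25 mM) stimulation; lower signal means less secretion.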
# KB-3-1 tox: KB-3-1 parental cell cytotoxicity. KB-3-1 viability, CellTiter-Glo ATP luminescence, 72 h. Potency, µM (doses to about 46.1 µM), for inactives: top-dose activity change, negative = cytotoxic, actives largely listed as cytotoxic. hit rate 1.4% among 400,000. AID 1347075; note: potency is the fitted concentration of half-maximal effect; % is set by controls: 0 for no effect and ±100 for the full control effect; nearly all actives have a fitted effect of over 60% in size
#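 KB-3-1 cells, DMEM (no phenol red) + 10% FBS; compound by pin transfer, 72 h, 37 °C. Readout: CellTiter-Glo luminescence after 10 min. Data normalized, curve-fitted.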
# ATXN2 expr inh: ATXN2 expression inhibition | Potency, µM (top dose mostly 57 µM), without a hit: at the top dose activity change, negative = inhibition, actives largely listed as inhibitors | AID 1745845 | hit rate 0.72% among 360,000 | HEK-293 ATXN2-luciferase reporter, luminescence, 24 h; note: potency is the fitted concentration of half-maximal effect; % is set by controls: 0 for no effect and ±100 for the full control effect; nearly all actives have a fitted effect of over 55% in size
#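 ATXN2-luciferase reporter cells (luciferase flanked by upstream and downstream ATXN2 gene portions) were treated 24 h at 37 °C with compounds at up to 57 uM. SteadyGlo luminescence gave expression; GF-AFC fluorescence gave viability.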
# SW480 rereplic: inducers of DNA re-replication in SW480 colon cancer cells; SW480 DNA re-replication, Hoechst DNA content imaging, 48 h; Potency, µM (doses to about 46.1 µM), for inactives: at the top dose re-replication activation, most hits filed as activators; hit rate 1.8% among 340,000; note: potency is the fitted concentration of half-maximal effect; % of control where 0% means no effect; nearly all actives have a fitted effect of over 55% in size
#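 Per well, 250 cells were exposed to pinned compound for 48 hr. Nuclear DNA was visualised with Hoechst (40 min, 37 C) and total object intensity recorded by fluorescence scanning.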
# * marks the source's active call; other numbers are inactive results; i = inactive; ? = inconclusive; . = no result given; [ ] = another dose, or the depositor's remark. Unless noted, calls come from the whole dose curve; as a rule, active = well fitted curve in the direction sought with a large enough effect; inconclusive = small, poorly fitted or top-dose-only effect, or another doubt; inactive = no such curve, though single readings can be large; an effect the other way counts as inactive or inconclusive.
1. O=C(c1ccco1)N1CCN(C(=O)c2cnn(-c3ccc(F)cc3)c2-n2cccc2)CC1
2. COc1ccc(NC(=O)Nc2nnc(N3CCCCC3C)s2)cc1OC (configuration not stated)
3. OC1(Cc2cc(-c3ccccc3)no2)CCN(CCCc2ccccc2)CC1
4. Cc1nc(N2CCCC2)ncc1C(=O)N1CCN(c2ccccc2F)CC1
5. CC1CCN(S(=O)(=O)c2ccc(C(=O)OC(C)C(=O)NC3CCCCC3C)cc2)CC1 (configuration not stated)
6. COc1cc(/C=C/c2ccc3cccc(OC)c3n2)c(O)c([N+](=O)[O-])c1
assay / entry	1	2	3	4	5	6
KB-V1 MDR tox	?	10%	-1%	17%	-24%	20%
MCF10A rereplic	.	2%	?	.	6%	4%
HT1080 IDH1KD tx	-2%	-2%	3%	.	3%	-6%
S2 tox	i	i	?	i	i	?
HT1080-NT tox	0%	20%	-1%	.	10%	-20%
IL1B secr inh	?	4	-29	.	-1	?
KB-3-1 tox	-4%	9%	-20%	-4%	-22%	?
ATXN2 expr inh	.	14%	9%	4%	-6%	-27%
SW480 rereplic	.	-8%	92%	.	-6%	-1%

# Ordered by the number under IL1B secr inh (low to high): 3 of the compounds above.
no.	SMILES	IL1B secr inh
3	OC1(Cc2cc(-c3ccccc3)no2)CCN(CCCc2ccccc2)CC1	-29
5	CC1CCN(S(=O)(=O)c2ccc(C(=O)OC(C)C(=O)NC3CCCCC3C)cc2)CC1 (configuration not stated)	-1
2	COc1ccc(NC(=O)Nc2nnc(N3CCCCC3C)s2)cc1OC (configuration not stated)	4

# The listing continues.
7. O=C(CCCn1c(=O)c2sccc2n(CC(=O)NCc2ccco2)c1=O)NCc1ccco1
8. O=C(Nc1ccc(CN2CCCCC2)cc1)c1sc2ccccc2c1Cl
9. C=CCNc1sc(C(=O)c2ccccc2)c(N)c1C#N
10. CC(=O)Nc1ccc(S(=O)(=O)c2ccc(N)cc2)cc1N
11. S=C(Nc1ccc2c(c1)OCO2)Nc1ccc2c(c1)OCO2
12. O=C(CSc1nc2ccccc2c(=O)n1CC1CCCO1)Nc1ccccc1Cl (configuration not stated)
assay / entry	7	8	9	10	11	12
KB-V1 MDR tox	-3%	-7%	-2%	-3%	-18%	?
MCF10A rereplic	-2%	?	16%	3%	13%	1%
HT1080 IDH1KD tx	6%	?	-5%	4%	17%	-21%
S2 tox	i	i	i	i	i	i
HT1080-NT tox	1%	?	-11%	-1%	9%	-24%
IL1B secr inh	0	-57*	-20	6	-6	-17
KB-3-1 tox	8%	-1%	-3%	-4%	7%	15%
ATXN2 expr inh	23%	-33%	-13%	2%	22%	7%
SW480 rereplic	1%	?	-5%	-8%	-6%	-6%

13. O=C(CSc1nnc(-c2cccnc2)o1)Nc1ccc(Cl)cc1
14. COc1ccc(NC(=O)c2cccc(NC(=O)C(C)C)c2)c([N+](=O)[O-])c1
15. Cc1ccc(Nc2nc(Cl)nc3ncn(C)c23)c(C)c1
16. Cc1cccc(C)c1NC(=O)CN(C)C(=O)CC1Sc2ccccc2NC1=O (configuration not stated)
17. COCCNC(=O)C(=O)Nc1cc2c3c(c1)C(C)C(=O)N3CCC2 (configuration not stated)
18. COc1ccc(/C=N/n2c(C)nc3ccccc3c2=O)cc1OC
assay / entry	13	14	15	16	17	18
KB-V1 MDR tox	26%	-25%	-3%	?	11%	-3%
MCF10A rereplic	-1%	-5%	0%	6%	-4%	-8%
HT1080 IDH1KD tx	?	-4%	-9%	-1%	4%	0%
S2 tox	i	i	i	i	i	i
HT1080-NT tox	28%	4%	1%	5%	2%	18%
IL1B secr inh	-18	1	-2	23	11	-23
KB-3-1 tox	18%	9%	-3%	14%	5%	1%
ATXN2 expr inh	55%[activator]	31%	0%	3%	.	-5%
SW480 rereplic	-4%	-5%	?	2%	-4%	1%

19. O=c1ccnc(Nc2ccc(Cl)cc2)[nH]1
20. COc1cc(O)oc1C=Nc1ccc(Oc2ccccc2)cc1
21. O=C(Nc1sc2c(c1C(=O)O)CCCC2)C(=O)N1CCOCC1
22. CCC(C)NC(=O)COC(=O)c1cccnc1Nc1ccccc1F (configuration not stated)
23. Cc1cccc(Nc2nc(N)c([N+](=O)[O-])c(NCCO)n2)c1
24. COc1ccc(N(CC(=O)NCCSc2ccccn2)S(=O)(=O)c2ccccc2)cc1Cl
assay / entry	19	20	21	22	23	24
KB-V1 MDR tox	-17%	0%	?	3%	1%	.
MCF10A rereplic	-4%	?	2%	4%	-1%	0%
HT1080 IDH1KD tx	1%	12%	?	5%	-1%	-12%
S2 tox	i	?	i	i	i	i
HT1080-NT tox	14%	17%	19%	7%	0%	-3%
IL1B secr inh	0	18	64	-8	21	-7
KB-3-1 tox	0%	18%	-1%	-4%	3%	.
ATXN2 expr inh	.	-14%	13%	17%	-15%	-4%
SW480 rereplic	-1%	15%	-27%	-3%	-14%	5%

25. CC1(C)CNC(=O)CC(C)(C)N1
26. CCCCN1C(=O)C(=O)N(CC(=O)Nc2ccc(C(N)=O)cc2)C1=O
27. O=C1CC(C(F)(F)F)=NN1
28. CCCCOc1ccc(C(=O)N/N=C/c2ccc(OCCN3CCCCC3)c(OC)c2)cc1
29. COc1ccc(/C(O)=C2/C(=O)C(=O)N(CC3CCCO3)C2c2ccc(OC)c(OC)c2)cc1 (configuration not stated)
30. CC(=O)Nc1cccc(C(=O)NNC(=O)c2ccc(-n3cnnn3)cc2)c1
assay / entry	25	26	27	28	29	30
KB-V1 MDR tox	-12%	0%	2%	?	0%	18%
MCF10A rereplic	-1%	2%	-23%	?	-3%	-2%
HT1080 IDH1KD tx	17%	?	14%	-25%	10%	14%
S2 tox	i	i	i	?	i	i
HT1080-NT tox	7%	2%	21%	-25%	18%	5%
IL1B secr inh	19	3	.	-80*	-7	-10
KB-3-1 tox	-6%	21%	-4%	?	17%	13%
ATXN2 expr inh	7%	0%	-13%	?	-10%	-2%
SW480 rereplic	3%	-11%	13%	?	1%	-4%

31. CCCN(CCC)C(=O)C1c2ccccc2Oc2ccccc21
32. Cn1cccc1/C=N/N1CCN(Cc2ccccc2)CC1
33. CC(C)(C)c1ccc(NC(=O)CSc2n[nH]c(=O)n2-c2cccnc2)cc1
34. COc1ccccc1CC(=O)NCCc1c[nH]c2ccccc12
35. COc1ccc(-c2ccc3oc(-c4ccsc4)c(-c4ccc(OC)cc4)c3c2)cc1
36. O=C(Cc1c(Cl)cccc1Cl)Nc1ccc(S(=O)(=O)Nc2ncccn2)cc1
assay / entry	31	32	33	34	35	36
KB-V1 MDR tox	0%	9%	?	2%	0%	-1%
MCF10A rereplic	0%	-2%	7%	-12%	-11%	0%
HT1080 IDH1KD tx	2%	5%	-12%	5%	6%	-13%
S2 tox	i	i	i	i	i	i
HT1080-NT tox	1%	13%	-6%	4%	-1%	8%
IL1B secr inh	-5	-16	45	-2	-11	8
KB-3-1 tox	?	2%	10%	-9%	0%	-1%
ATXN2 expr inh	-4%	.	0%	-6%	6%	0%
SW480 rereplic	7%[9.22 µM]	-9%	13%	-4%	-30%	-13%

# Part of the list above, as tab-separated lines:
no.	smiles	KB-V1 MDR tox	MCF10A rereplic	HT1080 IDH1KD tx	S2 tox	HT1080-NT tox	IL1B secr inh	KB-3-1 tox	ATXN2 expr inh	SW480 rereplic
31	CCCN(CCC)C(=O)C1c2ccccc2Oc2ccccc21	0%	0%	2%	i	1%	-5	?	-4%	7%[9.22 µM]
32	Cn1cccc1/C=N/N1CCN(Cc2ccccc2)CC1	9%	-2%	5%	i	13%	-16	2%	.	-9%

# Next section.
37. CCc1ccc(NC(=O)C2CCCN2S(=O)(=O)c2ccc3c(c2)n(C)c(=O)c(=O)n3C)cc1 (configuration not stated)
38. Cc1cc(C)c(C(O)c2ncc(-c3ccccc3Cl)[nH]2)c(C)c1 (configuration not stated)
39. COc1ccc(C(=O)Nc2ncc(C)s2)cc1S(=O)(=O)N1CCOCC1
40. Cc1cccc(OCCn2c(S(=O)(=O)O)nc3ccccc32)c1
41. Cc1cccc(CNC(=O)C(=O)Nc2ccccc2C)c1
42. CC(C)c1ccc(COc2ccc(C(=O)N3CCOCC3)cc2)cc1
assay / entry	37	38	39	40	41	42
KB-V1 MDR tox	0%	-3%	?	15%	0%	?
MCF10A rereplic	-1%	.	27%	-32%[inhibitor]	.	15%
HT1080 IDH1KD tx	-1%	?	-11%	7%	.	-19%
S2 tox	i	i	i	i	i	i
HT1080-NT tox	2%	?	11%	25%	.	-12%
IL1B secr inh	-13	?	71	-7	.	-6
KB-3-1 tox	?	0%	?	10%	24%	-21%
ATXN2 expr inh	.	-17%	7%	2%	4%	.
SW480 rereplic	-11%	.	-27%	3%	.	3%

43. CCSc1nc2c(c(=O)[nH]c(=O)n2C)n1C/C=C(/C)Cl
44. Cc1cccc(Cc2ccc(Cl)nn2)c1
45. O=C(O)CSc1nnnn1-c1ccc2c(c1)OCCO2
46. Cc1oc(-c2ccccc2Cl)nc1CS(=O)(=O)CC(=O)NCc1ccc(F)cc1
47. Cc1ccc(OCc2cc(C(=O)N(C)Cc3nccn3C)no2)cc1C
48. Cc1ccccc1-n1c(=O)cc(N2CCN(C(=O)c3ccco3)CC2)[nH]c1=O
49. COCCn1c(SCC(=O)Nc2ccc(F)cc2)nc2c(oc3ccccc32)c1=O
assay / entry	43	44	45	46	47	48	49
KB-V1 MDR tox	-2%	?	?	-2%	-8%	27%	0%
MCF10A rereplic	6%	1%	-181%[0.0737 µM]	.	2%	-1%	4%
HT1080 IDH1KD tx	-6%	13%	1%	.	-1%	6%	19%
S2 tox	i	i	i	i	i	i	?
HT1080-NT tox	-2%	-2%	0%	.	-3%	-1%	6%
IL1B secr inh	34	-9	7	.	0	3	-19
KB-3-1 tox	-4%	3%	8%	0%	1%	12%	24%
ATXN2 expr inh	2%	-8%	4%	-29%	-7%	-11%	-21%
SW480 rereplic	0%	3%	-14%	.	?	-6%	15%

# Bioassay records from PubChem.

# Compounds as they come; overall some 11% were active at least once.
